# Compound activity as filed in PubChem.
# CD40 NFkB inh: CD40 pathway inhibition in BL2 cells; inhibition, % at 10 µM; AID 1053188; 0.94% of 83,000 active; BL2 NF-kB luciferase reporter, CD40L-induced, 4 h;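 active = mean inhibition of at least 50% with a set share of replicates also reaching that level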;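 note: 0% = neutral control wells and 100% = IKK inhibitor VII at 50 µM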
# * hit, by the source's call; ! = not confirmed by another sample; [ ] = dose if it differs, or a comment. A portion of the library; the hit share may differ from the screen's.
SMILES,CD40 NFkB inh
CN(C)C(=O)Oc1ccc(OC(=O)N(C)C)cc1,10
NC(Cc1ccccc1)c1nc(-c2ccccc2)no1 (configuration not stated),-20
CC(C)Cc1nc(N2CCNCC2)c(C#N)c2c1CCC2,-3
c1ccc(CCN2CCCCC2)nc1,5
Fc1ccc(CN2CC3NC(C2)C3c2ccc(Br)cc2)cc1 (configuration not stated),4
O=C(COc1ccc(Cl)cc1)N(c1ccccc1Cl)C1CN2CCC1CC2 (configuration not stated),-3
O=C(Cc1ccccn1)N1CCCCN2[C@H](C1)[C@H](c1ccc(Br)cc1)[C@@H]2CO,2[25 µM]
CN1C2CN(CC(F)(F)F)CC1C2c1ccc(Br)cc1 (configuration not stated),-3
CN(c1ccccc1)c1ccc([N+](=O)[O-])c2nonc12,-3
O=C(CCn1c(=O)oc2ccccc21)N1CCC2(CC1)OCCO2,-21
CN(C(=O)Oc1cccc2cccnc12)c1ccccc1,3
CCOC(=O)C1(Cc2ccc(Cl)cc2)CCN(C(C)CCn2cccn2)CC1 (configuration not stated),14
O=C1NC(=O)C(CCc2ccncc2)(CCc2ccncc2)C(=O)N1Cc1ccccc1,7
CC12CN3CC(c4ccccc4)(CN(C1)C31CCCCC1)C2=O,-6
COC(=O)[C@H]1[C@H](CO)[C@H]2Cn3c(ccc(-c4ccccc4F)c3=O)[C@@H]1N2C(C)=O,1[25 µM]
C[C@H](CO)N1C[C@H](C)[C@H](CN(C)C(=O)Oc2ccccc2)OCc2ccccc2-c2c(n(C)c3ccccc23)C1=O,13
CCCCn1nc(C)c(C(=O)O)c1Cl,5
O=C(Cc1ccccn1)N1CCCCN2[C@@H](CO)[C@H](c3ccc(-c4ccccc4F)cc3)[C@@H]2C1,7[25 µM]
CC(=O)Nc1ccccc1OC(=O)N(C)C,3
CS(=O)(=O)Nc1ccc(Cc2noc(-c3ccc4[nH]cc(CCN)c4c3)n2)cc1,-3[25 µM]
C[C@@H]1CN([C@H](C)CO)C(=O)CCCn2cc(nn2)CO[C@@H]1CN(C)C(=O)Oc1cccc2ccccc12,8[25 µM]
C=CCN1C[C@H](C)N([C@H](c2ccc(C(=O)N(CC)CC)cc2)c2cccc(O)c2)C[C@H]1C,-1[25 µM]
COc1ccc(C(=O)C23CN4CN(CN(C4)C2)C3)cc1,3
C#CCN1C(C)=C(C(=O)CCO)C(c2cccc(-n3oo3)c2)C(C(=O)OC)=C1C (configuration not stated),4[25 µM]
O=NN(CCF)C(=O)NC1CCC(=O)NC1=O (configuration not stated),9

# Of the compounds above, six contain four or more nitrogen atoms.
SMILES,CD40 NFkB inh
CC(C)Cc1nc(N2CCNCC2)c(C#N)c2c1CCC2,-3
CN(c1ccccc1)c1ccc([N+](=O)[O-])c2nonc12,-3
O=C1NC(=O)C(CCc2ccncc2)(CCc2ccncc2)C(=O)N1Cc1ccccc1,7
CS(=O)(=O)Nc1ccc(Cc2noc(-c3ccc4[nH]cc(CCN)c4c3)n2)cc1,-3[25 µM]
C[C@@H]1CN([C@H](C)CO)C(=O)CCCn2cc(nn2)CO[C@@H]1CN(C)C(=O)Oc1cccc2ccccc12,8[25 µM]
O=NN(CCF)C(=O)NC1CCC(=O)NC1=O (configuration not stated),9

# The list goes on.
SMILES,CD40 NFkB inh
COc1ccc(C=C2C(=O)NC(=S)NC2=O)cc1,1
O=C(Cc1ccncc1)N1CCCCN2[C@H](CO)[C@H](c3ccc(-c4ccncc4)cc3)[C@@H]2C1,-10[25 µM]
O=C(COC(=O)Cc1ccccc1)NCCNC(=O)COC(=O)Cc1ccccc1,2
c1ccc(C2(NC3=NCCO3)CCCCC2)cc1,16
O=C(NC1CC1)C1CSC(c2cccnc2)=N1 (configuration not stated),9
O=C(C1CCC(=O)N1C1CCCC1)N1CCC2(CC1)OCCO2 (configuration not stated),3
O=C(c1cc2cc(F)ccc2[nH]1)N1CCC2(CC1)OCCO2,-38
Nc1c(C(=O)NCCN2CCOCC2)c2nc3ccccc3nc2n1Cc1ccccc1,15
C[N+](C)(C)CCc1ccc(O)cc1,12
O=C(CN1CCCCC1)c1ccc2c(c1)OCO2,-7
CC(=O)N1CCCSC1=Nc1ccccc1,4
CC(C)NC(C)C(=O)c1ccc2ccccc2c1 (configuration not stated),9
C[C@@H]1CN([C@H](C)CO)C(=O)CCCn2nncc2CO[C@@H]1CN(C)C(=O)Oc1cccc2ccccc12,-3[25 µM]
O=C(C1CC(=O)N(C2CCCCC2)C1)N1CCC2(CC1)OCCO2 (configuration not stated),-9
CC1(C)CC(CCNCc2ccc3c(c2)OCO3)(Cc2ccccc2)CCO1 (configuration not stated),5
Cn1c(O)c(C(=NCCc2c[nH]c3ccccc23)c2ccccc2)c(=O)n(C)c1=O,2
Cc1ccc(OC(=O)N(C)C[C@@H]2OCc3cnnn3CCCC(=O)N([C@@H](C)CO)C[C@H]2C)cc1,8[25 µM]
N#Cc1ccccc1Cn1cc(C(=O)c2ccccc2F)c2ccccc21,6
CN1CCN(CC(=O)Nc2ccc(Cl)cc2C(=O)c2ccccc2)CC1,5
CCCCn1c(N)c(N(CCOC)C(=O)CN2CC=C(c3ccccc3)CC2)c(=O)[nH]c1=O,0
CCN1C[C@]2(COC)CCC(OC)[C@@]34C5C[C@]6(O)[C@H](OC(=O)c7ccc(OC)cc7)C5[C@@](OC(C)=O)(C[C@H]6OC)[C@@H]([C@H](OC)C23)[C@@H]14 (some centres not stated),11[25 µM]
Cc1cccc(CSc2nc3c(cc2C#N)CN(C)CC3)c1,9
CCOCCN1CCC(OC(C)=O)C(C)C1 (configuration not stated),5
COc1ccc(CCNCc2cc(OC)cc(OC)c2)cc1,1
COc1ccccc1CN1CCCCC1c1cccnc1 (configuration not stated),-1
# Continuation.
SMILES,CD40 NFkB inh
CC1(C)CC2(CCO1)NCCN1C(=O)CSC12 (configuration not stated),16
CN1C[C@@H]2C[C@@H](c3cccn3-c3ccccn3)N3CCC[C@@]23C1=O,1
COc1ccc(C(=O)C2CCCN(C3CSCCSC3)C2)c(OC)c1 (configuration not stated),2
O=C(Cc1ccccn1)N1CCCCN2[C@H](CO)[C@H](c3ccc(Br)cc3)[C@H]2C1,-4[25 µM]
Cc1nn(C2CCOC(C)(C)C2)c2c1C(c1ccc3c(c1)OCO3)SCC(=O)N2 (configuration not stated),7
O=C(COc1ccccc1)N1CCN(C2CC3CCC2C3)CC1 (configuration not stated),-3
CN1CCCC2c3ccccc3CCC21 (configuration not stated),1
C/C=C/c1ccc(C2[C@@H]3CN(C(=O)c4cnccn4)C[C@H]2N3)cc1 (some centres not stated),0
O=C(COC(=O)Cc1ccccc1)NC(=O)NC1CCCCC1,3
Cc1ccc2c(c1)C1CN(C)CCC1N2C(=O)c1ccc(Br)o1 (configuration not stated),-3
CSc1nc(NC(C)C)nc(NC(C)C)n1,6
O=P(O)(O)CN1CCNCCN(CP(=O)(O)O)CCNCC1,11
CC(=O)Nc1ccc(OC(=O)N(C)c2ccccc2)cc1,-3
O=C(c1ccc(N2CCCCCC2)c([N+](=O)[O-])c1)N1CCC2(CC1)OCCO2,-4
CN1CCN(C(=O)COc2ccc(N(C)S(=O)(=O)c3ccc(F)cc3)cc2)CC1,-6
CCCNS(=O)(=O)c1ccc(OCC(=O)N2CCN(Cc3ccc4c(c3)OCO4)CC2)c(C)c1,5
Oc1cc(Cl)c(Cl)cc1Cl,2
CC12CCC3C(CCC4CC(=O)OCC43C)C1CCC2O (configuration not stated),-1
O=C(c1ccccc1F)c1cn(CC(=O)N2CCCCC2)c2ccccc12,4
CCN1CCN(c2nc3c(c(=O)[nH]2)CCC3)CC1,-1
CCCCn1c(O)c(C(CC)=NCc2cc(OC)cc(OC)c2)c(=O)[nH]c1=O,8
OC(CCNCCc1c[nH]c2ccccc12)C(F)(F)Cl (configuration not stated),8
O=C1NCCN2CCCC12 (configuration not stated),12
COc1ccc(-c2nn(CCC#N)cc2C(=O)NCc2ccccc2)cc1,11
COc1ccc2c(c1)c(C(=O)O)c(C)n2CC(C)C,14
# More results:
SMILES,CD40 NFkB inh
O=C(O)[C@H]1[C@H](CO)[C@H]2Cn3c(ccc(-c4ccccc4)c3=O)[C@@H]1N2C(=O)C1CCCCC1,-5[25 µM]
O=C(O)CCn1cc(C=C2C(=O)NC(=S)NC2=O)c(-c2cccc(Cl)c2)n1,8
CCC(=O)c1ccc(OC)c(OC)c1,3
CCC(=O)N1[C@@H]2Cn3c(ccc(C4=CCCC4)c3=O)[C@H]1[C@@H](C(=O)OC)[C@@H]2CO,-7[25 µM]
COc1cccc(NP2(=O)OCC(C)([N+](=O)[O-])CO2)c1 (configuration not stated),5
C/C=C/c1ccc([C@@H]2[C@@H](CO)N3CCCCN(C(=O)Cc4cccnc4)C[C@H]23)cc1,10[25 µM]
Cc1ccsc1C(=O)C1CCCN(CCO)C1 (configuration not stated),5
Clc1ccc2nc3c(c(-c4ccccc4)c2c1)CNCC3,2
C(=NC1CCCCC1)c1c[nH]c2ccccc12,4
COc1cc(OC)c([C@H]2C=C(C)[C@H]3C[C@@H]2C3(C)C)c(OC)c1,8
C=CCN1C[C@H](C)N([C@@H](c2ccccc2)c2ccc(C(=O)N(CC)CC)cc2)C[C@H]1C,5[25 µM]
C[N+](C)(C)CC1CCCc2ccccc2C1=O (configuration not stated),8
Cc1cccc(C)c1NC1=NCCCS1,1
CSc1nc(C)c(Br)c(N2CC2)n1,-4
CC(C)N1CCC2(CC1)NC(CO)(CO)CO2,4
COC1=CC(=O)OC(/C=C/c2ccccc2)C1 (configuration not stated),-46
O=C(Cc1ccccc1)N1CCN(C2CCCC2)CC1,0
O=C([C@H]1N[C@H]2c3cccc(=O)n3C[C@H]2[C@@H]1CO)N1CCCCC1,1[25 µM]
COc1ccc2c(c1)c(C(=O)O)c(C)n2C(C)C,5
CC1CC(C)(O)CC(C(O)CC2CC(=O)NC(=O)C2)C1=O (configuration not stated),96*
O=C(O)C(Cc1cnc[nH]1)NS(=O)(=O)c1ccc(Cl)cc1 (configuration not stated),-2
C[C@@H]1CN([C@H](C)CO)C(=O)CCCn2nncc2CO[C@H]1CN(C)C(=O)Oc1cccc2ccccc12,2[25 µM]
Cn1c(C(=O)O)c(CC(=O)N2CCN(Cc3ccccc3)CC2)c2ccccc21,7
C/C=C/c1ccc(C2[C@@H]3CN(Cc4ccccn4)C[C@H]2N3)cc1 (some centres not stated),-3[25 µM]
CN(C)C1(c2nnnn2CCOC(=O)Nc2ccc(Cl)cc2)CCCCC1,4

# In the list so far, these contain a COOH group.
SMILES,CD40 NFkB inh
CCCCn1nc(C)c(C(=O)O)c1Cl,5
COc1ccc2c(c1)c(C(=O)O)c(C)n2CC(C)C,14
O=C(O)[C@H]1[C@H](CO)[C@H]2Cn3c(ccc(-c4ccccc4)c3=O)[C@@H]1N2C(=O)C1CCCCC1,-5[25 µM]
O=C(O)CCn1cc(C=C2C(=O)NC(=S)NC2=O)c(-c2cccc(Cl)c2)n1,8
COc1ccc2c(c1)c(C(=O)O)c(C)n2C(C)C,5
O=C(O)C(Cc1cnc[nH]1)NS(=O)(=O)c1ccc(Cl)cc1 (configuration not stated),-2
Cn1c(C(=O)O)c(CC(=O)N2CCN(Cc3ccccc3)CC2)c2ccccc21,7

# Additional records:
SMILES,CD40 NFkB inh
Cc1ccc(NC(=O)N2CC2)cc1NC(=O)N1CC1,12
CN1CCCC1c1ccc(=O)[nH]c1 (configuration not stated),5
O=C(c1cc2c(s1)CCCC2)N1CCC2(CC1)OCCO2,-34
COc1ccc(CC2C(=O)N(c3ccccc3)C(=O)N(c3ccccc3)C2=O)c(OC)c1,5
CCOC(=O)c1c(C)n(COCCO)c2ccc(O)cc12,5
CN1[C@@H]2CN(S(C)(=O)=O)C[C@H]1C2c1ccc(Br)cc1 (some centres not stated),28*!
CC1(C)OC(c2ccccc2)=C/C(=C/C=C2C(=O)NC(=O)NC2=O)O1,28
COC(=O)c1ccc(CN2CCN(Cc3ccccc3)CC2)cc1,12
Cc1cc(C(=O)N2CCC3(CC2)OCCO3)no1,3
CN1C(=O)N(C)C(=O)C(CCc2ccncc2)(CCc2ccncc2)C1=O,3
Cc1c(C(=O)N2CCC3(CC2)OCCO3)oc2ccccc12,9
O=[N+]([O-])c1ccc(N(CCO)CCO)c2c1no[n+]2[O-],-24
O=C1C(=O)N(c2ccccc2)P(=O)(N(CCCl)CCCl)N1c1ccccc1,-61
CCNC(=S)N(C)CCc1cc2c(c(OC)c1C=C1C(=O)N(C)C(=O)N(C)C1=O)OCO2,19
C#C[C@]1(O)CC[C@H]2[C@@H]3CCC4=CC(=O)CC[C@]4(C)[C@H]3CC[C@@]21C,16
CC(C)CC(NC(=O)C1CCCCC1)C(=O)N1CCC2(CC1)OCCO2 (configuration not stated),18
CNC1(c2ccc(F)cc2)CCCCC1,5
C[C@]12CC[C@H]3[C@@H](CCC4=CC(=O)CC[C@@]43C)[C@@H]1CC[C@H]2O,1[25 µM]
Cc1ccc2c(c1)C1CN(C)CCC1N2C(=O)Cc1cccs1 (configuration not stated),5
O=C1CC[C@@]2(O)[C@H]3Cc4ccc(O)c5c4[C@@]2(CCN3CC2CC2)[C@H]1O5,-6
CN1c2ccc(Br)cc2[C@H]2NCC[C@H]2[C@H]1CO,-7[25 µM]
O=C(NN=Cc1ccc(N(CCCl)CCCl)cc1Cl)c1cccnc1,5
CCn1c(O)c(C(=O)CC2NCCc3ccccc32)c(=O)n(CC)c1=S (configuration not stated),9
O=C(CCCN1CCC2(CC1)C(=O)NCN2c1ccccc1)c1ccc(F)cc1,5
Cc1nnc(SCc2nc3ccccc3c(=O)n2-c2ccccc2Cl)n1N,-18
O=C(CCC(=O)N1CCC2(CC1)OCCO2)Nc1nnc(C2CCCCC2)s1,8

# As a short view, 4 of the compounds above:
SMILES,CD40 NFkB inh
CCn1c(O)c(C(=O)CC2NCCc3ccccc32)c(=O)n(CC)c1=S (configuration not stated),9
O=C(CCCN1CCC2(CC1)C(=O)NCN2c1ccccc1)c1ccc(F)cc1,5
Cc1nnc(SCc2nc3ccccc3c(=O)n2-c2ccccc2Cl)n1N,-18
O=C(CCC(=O)N1CCC2(CC1)OCCO2)Nc1nnc(C2CCCCC2)s1,8
